Bioassay records deposited in PubChem by several laboratories.
Mcl1 Bid PPI: Mcl-1/Bid binding inhibitors, primary screen, biochemical, TR-FRET, 1536-well. actives 0.97% (n = 220,000). Induced myeloid leukemia cell differentiation protein Mcl-1 (Homo sapiens), Q07820. TR-FRET Mcl-1/Bid-Dy647 peptide binding. AID 1021, 2008. inhibition, % at 21.7 µM;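 active means compounds that cut the binding signal by more than half at the single screening dose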;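 further: His-tagged Mcl-1 with europium anti-His antibody binding Bid BH3 peptide; 0% = Mcl-1 plus peptide wells and 100% = peptide-only wells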
Target sequence (Q07820 whole entry, looked up): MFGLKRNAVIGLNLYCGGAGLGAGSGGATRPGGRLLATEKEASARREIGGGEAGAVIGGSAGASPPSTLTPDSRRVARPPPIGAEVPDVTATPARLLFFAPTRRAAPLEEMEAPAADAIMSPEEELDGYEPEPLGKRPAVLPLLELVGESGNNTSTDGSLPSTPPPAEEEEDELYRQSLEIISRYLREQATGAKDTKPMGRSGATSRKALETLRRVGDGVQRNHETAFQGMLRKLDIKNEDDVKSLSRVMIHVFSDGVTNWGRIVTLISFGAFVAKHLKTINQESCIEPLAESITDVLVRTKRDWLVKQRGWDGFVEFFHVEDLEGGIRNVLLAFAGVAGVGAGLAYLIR
Avidin fluor: green autofluorescence of compounds with avidin beads – biophysical, 488/530 nm, flow cytometry, artefact control, profiling panel | actives 0.38% (n = 220,000) | fluorescence (KMESF) at 10 µM | compound fluorescence 488/530 nm; active compounds read high; in the data active means fluorescence above about 47; further: inactives centre near 10
Mcl1-Noxa inh: Mcl-1/Noxa binding inhibitors, primary screen, biochemical, TR-FRET, 1536-well; inhibition, % at 21.7 µM; TR-FRET Mcl-1/Noxa peptide binding, 2 h; Induced myeloid leukemia cell differentiation protein Mcl-1 (Homo sapiens), Q07820; actives 1.5% (n = 220,000);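 active means compounds that cut the protein-peptide binding signal by more than 50% relative to plate controls in a single-dose test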;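 further: His-tagged Mcl-1 with rhodamine Noxa BH3 peptide and terbium anti-His antibody; 0% = Mcl-1 plus Noxa peptide wells and 100% = peptide-only wells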
ABCB1 block: ABCB1 efflux pump inhibitors, primary screen, cell-based, multiplex, flow cytometry, ABCG2 counter-screen. ATP-dependent translocase ABCB1 (Homo sapiens), P08183. CCRF-Adr cells, JC-1 efflux. inhibition, % at 6.6 µM. actives 0.067% (n = 190,000). AID 1326, 2008; in the data active means inhibition above about 40%;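 further: 0% = vehicle and 100% = reference inhibitor; higher value means more JC-1 retained so stronger ABCB1 efflux block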
GSH bead fluor: compound fluorescence on glutathione beads, profiling panel, artefact control, biophysical, 488/530 nm, flow cytometry; GSH beads flow cytometry, compound fluorescence 488/530 nm; active compounds read high; fluorescence (KMESF) at 10 µM; actives 0.25% (n = 190,000); AID 1776, 2009; in the data active means fluorescence above about 89;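 further: glutathione beads carrying GST-tagged Bcl family fusion proteins plus one bare bead set; values are compound well signal with DMSO vehicle wells as background; inactives centre near 16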
ABCG2 inh: ABCG2 efflux pump inhibitors, primary screen, multiplex with ABCB1, IgMXP3 cells, flow cytometry; Broad substrate specificity ATP-binding cassette transporter ABCG2 (Homo sapiens), Q9UNQ0; JC-1 efflux; inhibition, % at 6.6 µM; actives 0.1% (n = 190,000);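 active means inhibition above 80%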;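 further: 0% = DMSO and 100% = nicardipine control wells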
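material = IgMXP3 (ABCG2) plus far-red-tagged CCRF-Adr (ABCB1) cells | amount = 3 million cells/mL, equal mix of both lines | also added = JC-1 transporter substrate | dosing = one concentration, 6.6 µM final | schedule = 10 min at 25 °C | measured by = flow cytometric JC-1 green MFI at 530 nm | read-out basis = percent efflux inhibition, scaled nicardipine 100% to DMSO 0%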
RGS7-Gao: RGS7-Galphao binding modulators, primary screen, biochemical, multiplexed bead flow cytometry; Guanine nucleotide-binding protein G(o) subunit alpha (Homo sapiens), P09471; actives lie on both sides; binding response (% of control), % at 10 µM; actives 0.35% (n = 220,000); in the data active means binding response below about 49% or above about 150%; inconclusive means no clear call, values can overlap the other calls; inactive means in between;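 further: fluorescent Galphao held in activated GDP-AlF4 state binding bead-coupled RGS7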
Target sequence (P09471 whole entry, looked up): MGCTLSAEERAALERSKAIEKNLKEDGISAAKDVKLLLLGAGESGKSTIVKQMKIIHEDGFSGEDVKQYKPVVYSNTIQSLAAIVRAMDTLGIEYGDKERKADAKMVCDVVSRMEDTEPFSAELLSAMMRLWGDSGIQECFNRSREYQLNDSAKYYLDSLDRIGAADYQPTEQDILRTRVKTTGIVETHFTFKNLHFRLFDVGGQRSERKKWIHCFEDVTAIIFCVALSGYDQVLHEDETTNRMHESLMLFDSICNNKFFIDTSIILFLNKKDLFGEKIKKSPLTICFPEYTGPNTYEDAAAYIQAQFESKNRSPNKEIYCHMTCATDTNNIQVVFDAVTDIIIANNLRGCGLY
Mcl-1 Bim block: inhibitors of Bim peptide binding to Mcl-1, primary screen, biochemical, bead-based flow cytometry, multiplex; AID 1009, 2008; inhibition, % at 10 µM; actives 0.1% (n = 190,000); Bim peptide-Mcl-1 binding; Induced myeloid leukemia cell differentiation protein Mcl-1 (Homo sapiens), Q07820; in the data active means inhibition above about 40%;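 further: 0% = no compound tracer wells and 100% = peptide blocker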
Pf gamet viab: late stage P. falciparum gametocyte viability inhibitors, primary screen, ATP luminescence, HTS; P. falciparum stage V gametocytes, 24 h; inhibition, % at 10.9 µM; actives 0.065% (n = 150,000);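 active means inhibition above the mean plus 3 SD of compounds within the control limits, set per campaign, cut at about 38% in these data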;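 further: 0% = DMSO wells and 100% = medium only without gametocytes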
RGS8-Gao reg: RGS8-Galphao binding modulators, primary screen, biochemical, multiplexed bead flow cytometry; actives 0.34% (n = 220,000); actives lie on both sides; Guanine nucleotide-binding protein G(o) subunit alpha (Homo sapiens), P09471; response (percent of control binding), % at 10 µM; in the data active means response below about 60% or above about 140%; inactive means in between;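 further: Galphao activated as the GDP aluminium fluoride complex binding bead-coupled RGS8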
RGS4-Gao reg: modulators of RGS4 binding to Galphao, primary screen, biochemical, multiplexed bead flow cytometry; Guanine nucleotide-binding protein G(o) subunit alpha (Homo sapiens), P09471; actives lie on both sides; binding response (% of control), % at 10 µM; actives 0.33% (n = 220,000); in the data active means binding response below about 49% or above about 150%; inactive means in between;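 further: fluorescent Galphao activated with aluminum fluoride binding bead-coupled RGS4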
Numbers without * were called inactive; ? = inconclusive; · = no result given. Some of the compounds tested; rates above refer to the full screens.

Values run as follows: Mcl1 Bid PPI	Avidin fluor	Mcl1-Noxa inh	ABCB1 block	GSH bead fluor	ABCG2 inh	RGS7-Gao	Mcl-1 Bim block	Pf gamet viab	RGS8-Gao reg	RGS4-Gao reg
CCCCc1nc2ccccc2c(=O)n1-c1ccccc1O
    -24	11	2	1.1	6	3	101	3	·	101	104
O=c1[nH]c(=S)n(-c2ccccc2)c(O)c1/C=N/N1CCCCC1c1cccnc1 (stereo unspecified)
    -16	8	4	·	·	·	?	·	-23	99	102
CC12CCCCC1N(O)CN2O (stereo unspecified)
    -18	7	8	0.2	4	1	105	6	-4	98	101
Clc1ccccc1CN1CCN(c2ccccc2)CC1
    6	16	23	0.4	13	1	100	-4	·	99	104
c1cc2c(cc1CCNC1CCCCCC1)OCO2
    34	5	22	0.8	12	4	99	0	·	97	99
COc1ccc(OCC(=O)Nc2ccc(Cl)cc2C(=O)c2ccccc2)cc1
    -11	5	-5	0.2	21	1	99	-2	-11	101	103
COc1cc(C(=O)Nc2ccc(Br)cc2C(=O)c2ccccc2Cl)cc(OC)c1OC
    0	14	4	1.2	10	8	102	-4	6	102	102
Cc1ccc(-n2c(O)c(C=NCCC3=CCCCC3)c(=O)[nH]c2=O)cc1
    -14	7	0	0.8	13	2	105	-1	-10	105	106
Cc1ccc(NC(=O)CN2C(=O)CN=C(c3ccccc3)c3cc(Cl)ccc32)cc1
    1	8	2	-0.7	19	0	104	0	·	100	100
CCc1ccc(N2C(=O)NC(=O)/C(=C\C=C\c3ccco3)C2=O)cc1
    -57	5	43	·	·	·	?	·	-1	78	90
CCCNS(=O)(=O)c1ccc(OCC(=O)N2CCN(C)CC2)cc1
    -6	6	-6	-0.1	14	-1	101	-5	·	105	104
Cc1ccc(OCC(=O)N2CCN(Cc3ccc([N+](=O)[O-])cc3)CC2)cc1
    12	10	11	·	·	·	?	·	8	95	97
CCOP(=O)(OCC)C(NC(=O)c1ccc(OC)cc1)C(Cl)(Cl)Cl (stereo unspecified)
    -10	7	8	·	·	·	·	·	2	103	104
CCCCSP1(=S)NCCCN1
    -15	7	4	-0.1	6	-1	117	-1	4	137	113
O=C(C(=O)N1CCOCC1)c1cn(Cc2ccccc2)c2ccccc12
    -8	10	-7	0.2	10	0	101	0	5	101	96
COc1ccc(OCC(=O)N2CCN(C(C)C)CC2)cc1
    53*	4	6	0.3	16	5	94	-1	·	99	100
CC1CN(CCc2ccccc2)CC(C)O1 (stereo unspecified)
    8	8	22	0.5	11	2	101	-2	·	99	101
CC1C(C)N1CC(O)Cn1ccnc1[N+](=O)[O-] (stereo unspecified)
    -20	7	15	·	·	·	?	·	·	99	101
O=C1NC(=O)C(C(CC(=O)c2ccccc2)c2ccccc2)C(=O)N1 (stereo unspecified)
    -9	13	13	0.2	8	0	101	-8	13	105	101
COc1cccc(N2C(=O)CC(=O)NC2=O)c1
    -24	35	9	-0.3	21	-1	101	0	-14	103	101
O=C1CCCC2C3CCCN4CCCC(CN12)C34 (stereo unspecified)
    -38	12	9	-0.5	20	0	100	0	·	104	103
CC[C@]12C=CCN3CCC4(c5cc(Br)c(OC)cc5N(C)C4[C@@](O)(C(=O)OC)[C@@H]1OC(C)=O)C32 (stereo partly specified)
    -14	23	4	0.4	12	1	99	1	-15	106	100
CC/C(=N\Nc1ccccc1)c1c(O)n(-c2ccccc2)c(=O)[nH]c1=O
    -21	7	7	·	·	·	?	·	2	100	99
CSc1nnc(OC(=O)N(C)C)n1-c1ccc(Cl)cc1
    -15	8	-18	·	·	·	?	·	12	99	98
Cc1c(N=Nc2c(O)[nH]c(=S)[nH]c2=O)c(=O)n(-c2ccccc2)n1C
    -71	23	-41	-0.6	10	-7	105	-3	·	106	106
CCc1cc(=O)[nH]c(SCCCF)n1
    -19	9	2	0.0	24	1	102	-4	-22	99	99
COc1ccccc1CC1C(=O)C2CCN1CC2 (stereo unspecified)
    0	8	-12	0.5	20	1	101	-3	-17	103	100
CC(O)(CS(=O)(=O)c1ccccc1)C(=O)Nc1ccc(C(F)(F)F)cc1 (stereo unspecified)
    -11	5	-15	0.7	35	4	74	-1	3	78	79
Cc1ccc(CN2CC3CC(C2)c2cccc(=O)n2C3)cc1 (stereo unspecified)
    -14	5	2	0.0	41	0	104	-1	·	103	105
C=CCn1c(O)c(/C=N/N2CCCCC2)c(=O)[nH]c1=O
    -14	5	-10	·	·	·	?	·	4	108	110
CC12CCC3C(CC=C4CC(O)CCC43C)C1C/C(=C\c1cccc(F)c1)C2=O (stereo unspecified)
    5	11	10	0.4	12	3	103	-5	·	102	104
C=Cn1ccnc1P(=S)(c1ccc(N(C)C)cc1)c1nccn1C=C
    -9	11	6	1.1	34	3	101	-6	-13	101	103
CCOP(=O)(OCC)C(c1ccccc1)N(C)C=O (stereo unspecified)
    -21	8	·	0.1	26	-1	99	-2	-16	95	99
COC(=O)[C@@]1(C#N)[C@@H]2C=CC(C(C)=O)=CN2[C@@H](C(N)=O)[C@@H]1c1ccc(F)cc1
    -36	8	5	·	·	·	?	·	20	97	94
CC(=O)Nc1ccc(C2CN(C)CC2C(=O)c2ccc(Cl)cc2)cc1 (stereo unspecified)
    -15	7	-2	-0.5	20	1	94	0	24	103	101
Cn1c(O)c(C=NCCCC(=O)O)c(=O)n(C)c1=O
    -26	12	9	0.2	9	1	90	3	9	96	87
O=C1NC(=O)N(CCNc2ncc(C(F)(F)F)cc2Cl)C(=O)C1/C=N/OCc1c(F)cccc1Cl (stereo unspecified)
    -74	11	-60	0.1	17	0	96	-4	-12	96	95
CCc1ccc(CNCCc2ccccc2F)cc1
    -8	15	12	0.6	15	0	102	-4	-10	102	99
C[N+]1(C)CCN(c2ccccc2)CC1
    24	9	30	1.0	20	5	103	-2	·	99	98
N#CCCn1cc(C(=O)Nc2ccc([N+](=O)[O-])cc2)c(-c2ccccc2)n1
    -37	8	17	·	·	·	?	·	11	101	106
CCCCCn1c(NC(=O)c2ccco2)c(C(=O)OCC)c2nc3ccccc3nc21
    -3	5	31	1.2	23	32	98	0	·	101	103
Cc1cc(O)c(CN2CCN(c3ccccc3)CC2)cc1C
    -17	10	-1	0.4	11	1	101	-3	6	100	101
CC(=O)N(C1=NCCCS1)c1ccc(F)cc1
    3	35	-2	-0.1	12	0	101	0	-16	101	102
NNc1n[nH]c(=S)n1N
    -81	88*	2	·	·	·	?	·	-16	104	144
Cc1ccc2c(c1)[C@@H]1CN(C)CC[C@@H]1N2C(=O)Nc1cccc(C(F)(F)F)c1
    -7	5	7	0.0	36	1	97	0	·	102	98
Cc1ccc(-n2c(O)c(C=NC3CCCC3)c(=O)[nH]c2=O)c(C)c1
    -24	11	-8	0.3	63	0	103	0	6	99	100
CCCn1cc(C(=O)O)cn1
    -50	9	-3	-0.1	13	-1	?	0	21	101	97
CC1CCC(C(=O)NC(C(=O)N2CCC3(CC2)OCCO3)C(C)C)CC1 (stereo unspecified)
    -26	12	4	2.4	31	5	94	0	-1	95	94
Cc1[nH]c2ccccc2c1C(=O)C(=O)N1CC2CC(C1)c1cccc(=O)n1C2 (stereo unspecified)
    -6	24	15	0.1	9	-1	105	-23	-5	105	103
COc1ccc(OC)c(CC(=O)O)c1
    -21	14	-1	-0.3	15	0	100	-2	-4	99	97
CCn1cc(C(=O)c2ccccc2)c2ccccc21
    -13	9	7	-4.7	11	-4	99	0	12	98	98
Cc1nn(Cc2ccccc2)c(Cl)c1C(=O)OCC(=O)NCC1CCCO1 (stereo unspecified)
    -7	11	8	1.2	27	8	93	-2	-19	95	95
CC(C)CCNC(=O)c1cc(C(=O)c2cc(F)ccc2O)cn(CCC(C)C)c1=O
    10	12	15	1.9	12	4	98	-2	13	99	101
CCCn1ncc(CN2CCCC(C(=O)c3cccc(OC)c3)C2)c1C (stereo unspecified)
    -15	7	17	0.1	13	0	103	1	·	112	105
O=c1[nH]c(=O)n(Cc2ccco2)c(O)c1C=NCc1ccc2c(c1)OCO2
    -48	33	15	0.6	15	2	94	0	·	97	94
Cc1nc(SCc2c(Cl)cccc2Cl)nc(OC(=O)N(C)C)c1C
    -2	6	6	·	·	·	?	·	4	99	100
COC(=O)c1ccc(NC(=O)CSc2nc3ccc(N4C(=O)C5C6C=CC(C6)C5C4=O)cc3s2)cc1 (stereo unspecified)
    -33	13	-6	-0.1	12	0	99	-1	-6	99	102
CCCC(C)C1(CC)C(=O)NC(=O)N=C1N (stereo unspecified)
    -2	12	4	0.2	10	11	98	0	·	100	102
Fc1ccc(CN2CCN(c3ccc(Cl)cc3)CC2)cc1
    -19	8	-2	0.5	13	4	103	0	15	102	103
Cn1c(O)c(C2=NN(C(=O)CCl)C(c3ccccc3)C2)c(=O)n(C)c1=O (stereo unspecified)
    -5	7	27	·	·	·	?	·	4	97	99

The listing continues.
Values run as follows: Mcl1 Bid PPI	Avidin fluor	Mcl1-Noxa inh	ABCB1 block	GSH bead fluor	ABCG2 inh	RGS7-Gao	Mcl-1 Bim block	Pf gamet viab	RGS8-Gao reg	RGS4-Gao reg
O=C(N=Nc1c(O)[nH]c(=O)[nH]c1=O)C1COc2cc3ccccc3cc2O1 (stereo unspecified)
    -8	11	10	-0.3	10	-1	100	0	17	100	100
COc1ccccc1CCNC1CCC(C(C)(C)C)CC1 (stereo unspecified)
    -21	10	6	5.0	25	11	97	-3	·	101	100
CCCCSC1=NN1c1nc(N)nc(C)c1CC
    -12	15	6	0.9	31	3	107	-2	-12	100	102
Cc1ccc(C(=O)Nc2ccc(-n3ccnc3P(=O)(O)c3ccccc3)cc2)cc1
    4	7	5	0.0	12	0	97	-2	-21	100	97
Cc1ccc2c(c1)C1CN(C)CCC1N2C(=O)CCCN1C(=O)c2cccc3cccc(c23)C1=O (stereo unspecified)
    3	7	23	·	·	·	?	·	5	99	102
CN1C(=O)N(C)C(=O)C2(Cc3cc(N)ccc3N3CCN(c4ccccc4F)CC32)C1=O (stereo unspecified)
    91*	13	57*	0.3	13	1	101	4	-20	100	86
